Assay outcomes from PubChem BioAssay.
GRIN3A LBD mod: binders of NR3A ligand-binding domain, primary screen, biophysical, differential scanning fluorimetry, uHTS | hit rate 2.5% among 340,000 | Tm shift relative to glycine control, % at 25 µM | Glutamate receptor ionotropic, NMDA 3A (GRIN3A) ligand-binding domain | NR3A LBD differential scanning fluorimetry, Tm shift; 0% = protein alone, 100% = glycine-bound protein;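 active = melting temperature shift of at least 10% of the positive control shift, at one fixed dose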
PfG6PD inh: PfG6PD enzyme inhibitors, primary screen, biochemical, fluorescence intensity, uHTS; glucose-6-phosphate dehydrogenase-6-phosphogluconolactonase (Plasmodium falciparum 3D7); PfGluPho enzyme, NADPH resazurin-diaphorase fluorescence; inhibition, % at 20 µM; hit rate 0.78% among 350,000;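 active = inhibition reaching at least a set limit at 20 µM in the primary screen, cut at about 59% in these data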;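 also: 0% = DMSO wells with substrate and 100% = DMSO wells lacking glucose-6-phosphate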
MPTP block: mitochondrial permeability transition pore inhibitors, primary screen, biochemical, isolated mouse mitochondria, absorbance; Ca2+ swelling absorbance, 30 min; inhibition, % at 10 µM; hit rate 1.4% among 360,000;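 active = inhibition of 50% or more, scaled per plate between neutral and stimulator controls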;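 also: 0% = DMSO wells given calcium and 100% = 1 mM EGTA wells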
SENP7 inh: SENP7 protease inhibitors, primary screen, biochemical, luminescence, uHTS | hit rate 1.5% among 330,000 | Sentrin-specific protease 7 (Homo sapiens), Q9BQF6 | inhibition, % at 5 µM | recombinant SENP7, Z-RLRGG-aminoluciferin luminescence, 40 min;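 active = inhibition above about 50% at the single test dose, limit read from the data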;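 also: plate controls were DMSO with enzyme for no effect and no enzyme buffer wells for full effect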
SENP6 block: SENP6 protease inhibitors, primary screen, biochemical, luminescence, uHTS; Sentrin-specific protease 6 (Homo sapiens), Q9GZR1; Recombinant SENP6 catalytic domain, aminoluciferin luminescence; inhibition, % at 10 µM; hit rate 1.8% among 330,000;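 active = inhibition above about 50% at the single tested dose, limit read from the data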;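 also: plate controls were DMSO wells with enzyme for no effect and DMSO wells lacking enzyme for full effect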
HKDC1 inh: HKDC1 hexokinase inhibitors, primary screen, biochemical, fluorescence, uHTS. inhibition, % at 20 µM. AID 493160, 2011. hit rate 0.16% among 340,000. Q2TB90. recombinant HKDC1, G6PDH/diaphorase resazurin coupled fluorescence;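 active = inhibition above about 35% when tested at 20 µM, limit read from the data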;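 also: plate controls were DMSO wells with enzyme for no effect and DMSO wells lacking enzyme for full effect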
Target sequence (Q2TB90 whole entry, looked up): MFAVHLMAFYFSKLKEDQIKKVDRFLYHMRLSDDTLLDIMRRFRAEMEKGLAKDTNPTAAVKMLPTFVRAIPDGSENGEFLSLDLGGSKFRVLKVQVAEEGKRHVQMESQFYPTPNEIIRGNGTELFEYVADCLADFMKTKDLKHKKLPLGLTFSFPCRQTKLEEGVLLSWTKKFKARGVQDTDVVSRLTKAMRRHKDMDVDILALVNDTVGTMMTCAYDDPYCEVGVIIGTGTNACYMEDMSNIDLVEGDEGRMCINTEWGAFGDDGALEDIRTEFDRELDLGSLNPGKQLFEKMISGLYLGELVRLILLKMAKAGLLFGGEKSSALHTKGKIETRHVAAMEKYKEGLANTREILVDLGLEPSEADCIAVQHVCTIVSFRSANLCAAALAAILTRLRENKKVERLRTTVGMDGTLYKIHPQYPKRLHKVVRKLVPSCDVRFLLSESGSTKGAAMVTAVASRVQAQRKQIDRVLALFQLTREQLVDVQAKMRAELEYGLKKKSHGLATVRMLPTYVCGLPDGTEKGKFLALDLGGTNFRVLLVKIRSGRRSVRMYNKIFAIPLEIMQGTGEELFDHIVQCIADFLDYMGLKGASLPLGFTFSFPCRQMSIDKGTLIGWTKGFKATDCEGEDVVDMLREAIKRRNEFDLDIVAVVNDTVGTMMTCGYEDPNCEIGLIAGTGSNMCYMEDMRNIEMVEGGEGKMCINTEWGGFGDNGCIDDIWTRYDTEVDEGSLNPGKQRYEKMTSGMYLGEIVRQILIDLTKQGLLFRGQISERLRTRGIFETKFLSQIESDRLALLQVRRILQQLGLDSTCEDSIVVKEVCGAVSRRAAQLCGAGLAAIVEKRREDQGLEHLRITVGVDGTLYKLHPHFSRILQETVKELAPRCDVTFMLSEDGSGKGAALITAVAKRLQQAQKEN
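Incubation: 90 min at room temperature in dark / Material: recombinant HKDC1 (HK5) hexokinase enzyme, produced in-house / Quantity: enzyme 5 µg/mL final / Compound: one dose of 20 µM, 1% DMSO / Reagent: glucose and ATP substrates / Buffer or medium: Tris pH 8.0 buffer with MgCl2, Tween-20, BSA, BME / Technique: resorufin fluorescence at 613 nm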
ATG4B inhibitor: ATG4B protease inhibitors, primary screen, biochemical, fluorescence, uHTS. ATG4B cleavage of LC3-PLA2, NBD-HPC fluorescence, 1 h. Cysteine protease ATG4B (Homo sapiens), Q9Y4P1. AID 504462, 2011. inhibition, % at 8.33 µM. hit rate 0.51% among 340,000; in the data active = inhibition above about 40%
SENP8 block: human SENP8 protease inhibitors, primary screen, biochemical, fluorescence, Nedd8 protein substrate, uHTS; Sentrin-specific protease 8 (Homo sapiens), Q96LD8; recombinant SENP8; inhibition, % at 20 µM; hit rate 0.64% among 360,000; in the data active = inhibition mostly above about 40%, no sharp cut-off; inactive = mostly below about 27%
Target sequence (Q96LD8 whole entry, looked up): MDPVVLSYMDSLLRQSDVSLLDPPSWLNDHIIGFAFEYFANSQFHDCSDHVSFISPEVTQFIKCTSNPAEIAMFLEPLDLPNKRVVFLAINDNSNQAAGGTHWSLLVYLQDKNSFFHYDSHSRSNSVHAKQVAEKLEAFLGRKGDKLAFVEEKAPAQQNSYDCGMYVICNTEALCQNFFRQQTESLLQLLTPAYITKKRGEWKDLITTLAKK
* = called active by the depositor; / = not tested or not shown.

| canonical_smiles | GRIN3A LBD mod | PfG6PD inh | MPTP block | SENP7 inh | SENP6 block | HKDC1 inh | ATG4B inhibitor | SENP8 block |
| --- | --- | --- | --- | --- | --- | --- | --- | --- |
| COc1ccccc1C(=O)NNC(=O)c1cccc(O)c1 | 0.1 | 3.8 | -0.4 | 5.4 | 17.3 | 1.7 | -5.0 | 19.9 |
| COc1ccccc1CNC(=O)c1ccccc1OCc1ccc(F)cc1 | 22.8* | 22.6 | 0.5 | 8.1 | 5.4 | -5.2 | 44.4* | 5.7 |
| O=C(Oc1cccnc1)c1ccccc1[N+](=O)[O-] | -2.6 | 14.4 | -0.7 | -2.1 | -6.8 | -9.2 | 1.9 | 13.9 |
| CCOc1ccc(N(CC(=O)N/N=C/c2ccc(OC(C)C)cc2)S(C)(=O)=O)cc1 | -2.1 | 9.6 | 3.9 | -9.7 | 3.1 | -6.2 | -19.1 | 20.1 |
| Cc1ccc(C)c(N(CC(=O)NC2CCCCC2)C(=O)c2snc(C(N)=O)c2N)c1 | -0.8 | 13.8 | -2.7 | 8.9 | -15.0 | -1.6 | 14.5 | -324.0 |
| Cn1c(=O)c2c(ncn2CC(=O)Nc2nc(-c3ccc(F)c(F)c3)cs2)n(C)c1=O | 1.6 | -14.9 | 3.1 | 6.4 | -5.2 | -3.3 | -1.5 | 21.2 |
| O=C(OCc1cnc(Cl)s1)c1ccc(Cl)cc1 | 1.0 | 6.0 | -1.1 | 2.7 | -19.6 | 10.7 | -6.1 | 13.5 |
| COc1ccc(/C=C2/CC/C(=C\c3ccc(OC)c(OC)c3OC)C2=O)c(OC)c1OC | -17.2 | 20.6 | -0.4 | 0.5 | -16.4 | 4.0 | -0.6 | -51.3 |
| CC(C)(CN1CCN(Cc2ccccc2)CC1)NS(=O)(=O)c1ccccc1 | -1.1 | -5.1 | -1.4 | 5.9 | 3.8 | -5.1 | -5.8 | 21.6 |
| Cc1occc1C(=O)NN1C(=O)C2C3CCC(O3)C2C1=O (centres undefined) | -1.5 | -15.0 | -3.2 | -8.0 | -4.6 | -4.3 | -0.6 | 23.6 |
| CC(=O)Sc1nc(-c2ccccc2)[nH]c1S(=O)(=O)c1ccc(C)cc1 | -10.9 | 64.6* | / | 8.3 | 9.2 | -3.4 | -7.6 | / |
| CS(=O)(=O)N1CCc2ccc(NC(=O)C3CCCO3)cc2C1 (centres undefined) | 1.5 | 2.0 | -0.3 | -1.9 | 2.9 | -4.3 | -2.8 | 2.5 |
| CCN(CC)CCN1C(=O)C(=O)/C(=C(/O)c2ccc(S(=O)(=O)N3CCOCC3)cc2)C1c1ccc(Cl)cc1 (centres undefined) | -1.7 | -15.0 | -1.0 | 1.6 | -15.1 | -2.7 | -1.3 | 9.4 |
| Cc1ccc(-n2c(C)nnc2SCC(=O)NC2CCCC2)cc1 | -1.7 | 14.9 | 0.6 | -5.9 | -21.5 | -6.0 | -3.8 | 2.9 |
| Cc1cc(C)c2c(c1)NC(c1cc3c(cc1Br)OCO3)C1CC=CC21 (centres undefined) | -1.6 | 7.0 | 2.8 | / | / | 16.6 | 20.6 | -1.9 |
| CCCOc1cccc(-c2nn(-c3ccccc3)cc2/C=C(\C#N)C(=O)NCCCn2ccnc2)c1 | 11.4* | 15.4 | -0.4 | 4.5 | -19.4 | -1.1 | -30.9 | -68.9 |
| COc1ccc(C(=O)n2nnc3ccccc32)cc1OC | -9.7 | 15.3 | 1.7 | / | / | -3.6 | -11.0 | 15.3 |
| Cc1nc(C)c(C(=O)C2=C(O)C(=O)N(CCCn3ccnc3)C2c2ccccc2)s1 (centres undefined) | -2.7 | -0.5 | 0.9 | / | / | -3.7 | 3.7 | 15.1 |
| Cc1ccc(N2C(=S)N=C(Nc3ccccc3C)C23CCOC(C)(C)C3)cc1 (centres undefined) | -0.1 | 1.6 | 0.3 | 4.7 | -7.8 | 6.1 | 2.0 | 29.3 |
| Cn1c(SCC(=O)N2CCCC2)nnc1-c1cnccn1 | 0.5 | -34.1 | -0.2 | -2.1 | -30.3 | 12.0 | -0.5 | 6.9 |
| CC/C(=N\NC(=O)CSc1ncccn1)c1ccc2c(c1)OCCO2 | 2.2 | -0.2 | -0.5 | 3.0 | 9.9 | -8.0 | -7.2 | 2.3 |
| C=CCn1c(SC2CCOC2=O)nc2sc(CC)cc2c1=O (centres undefined) | 0.8 | 5.0 | -3.4 | -2.1 | -4.3 | -2.4 | -7.7 | 16.8 |
| COC(=O)c1ccc(C(=O)OC)c(NC(=S)N2CCN(C(=O)C3CCCO3)CC2)c1 (centres undefined) | 2.4 | -4.6 | 0.7 | 7.5 | -11.9 | -1.4 | 10.2 | -307.4 |
| CCC(C)C(N)C(=O)N1CCCC1C(=O)NC(C(=O)O)C(C)CC (centres undefined) | -1.1 | -8.8 | -1.8 | / | / | 1.4 | 9.8 | 3.3 |
| O=C(c1cn(-c2ccccc2)nc1-c1cccs1)N1CCOCC1 | -3.9 | -9.5 | 0.0 | 0.1 | -9.6 | -2.4 | 0.9 | 6.3 |
| O=C(Nc1ccc2c(c1)OCO2)c1ccncc1 | -1.4 | 9.3 | 0.9 | -14.9 | -2.8 | 2.9 | -11.1 | 14.2 |
| CCS(=O)(=O)N1CCC(C(=O)Nc2cc(C)ccc2O)CC1 | -3.2 | 4.8 | -0.6 | 6.3 | -1.6 | 7.4 | 0.5 | 4.2 |
| O=C(Nc1cccc(NC(=O)C2CC2)n1)C1CC1 | -0.6 | 11.6 | -0.6 | 3.3 | 12.9 | -11.4 | 3.2 | 2.3 |
| COc1ccc(C(CNC(=O)Cc2ccccc2F)N2CCCCC2)cc1 (centres undefined) | -1.2 | 12.2 | 0.4 | -2.0 | -15.6 | -6.5 | 3.0 | 9.4 |
| CCN(CC(=O)Nc1c(F)cccc1F)C(=O)/C=C/c1ccc2ccccc2n1 | 0.8 | -2.1 | 0.6 | 0.1 | -36.4 | 33.3 | 15.7 | 2.1 |
| CCN(CC)CCOC(=O)c1ccc(NC(=O)CSc2nnc(-c3cccs3)n2CC)cc1 | 0.1 | 23.0 | -2.1 | / | / | -6.9 | -11.5 | 4.1 |
| O=C(NNc1ccc(C(F)(F)F)cc1[N+](=O)[O-])c1ccc(NS(=O)(=O)c2ccc(F)cc2)cc1 | 22.2* | 13.5 | -17.1 | / | / | -3.3 | 1.7 | 28.9 |
| CC(C)(C)c1ccc(C(=O)NNC(=O)c2ccc(Cl)cc2)cc1 | 0.7 | 8.1 | 4.7 | 8.8 | -7.4 | 13.6 | -8.9 | 14.0 |
| CCOc1nc(NCCC2=CCCCC2)nc(N2CCOCC2)n1 | 1.3 | 10.8 | 0.4 | -1.9 | 2.0 | -10.9 | -3.8 | 13.4 |
| O=C(C[C@@H]1C/C=C\C[C@@H](Cc2ccc(F)cc2)C(=O)OC[C@@H](Cc2ccccc2)NC1=O)N[C@H](CO)Cc1ccccc1 | -1.9 | -4.7 | -1.3 | 11.3 | -0.4 | -8.9 | -10.1 | 4.7 |
| Oc1ccccc1Oc1ncc(Br)c(Cl)n1 | 1.2 | 15.8 | 1.6 | -3.4 | 2.0 | -1.5 | -2.3 | 2.6 |
| Cc1nn(-c2ccccc2)c(N)c1C1(O)C(=O)Nc2ccccc21 (centres undefined) | -0.9 | -3.3 | 0.0 | -0.6 | -14.8 | 0.1 | -6.3 | 7.8 |
| CN(C)C(CNC(=O)c1cc(-c2ccco2)nc2ccccc12)c1ccccc1 (centres undefined) | -3.5 | 6.2 | 0.3 | -1.8 | 0.8 | 7.6 | 9.6 | -495.5 |
| CC(C)(C)n1cnc2cc(NC(=O)c3cccs3)ccc21 | -2.5 | 4.4 | -0.1 | -13.5 | -11.4 | -0.3 | -4.4 | 7.0 |
| O=C(Nc1ccc(F)cc1)C1CC(=O)N(Cc2ccco2)C1 (centres undefined) | 0.7 | 8.7 | 0.3 | 4.1 | -1.6 | -5.6 | -10.0 | 2.6 |
| O=C(c1cc(F)ccc1F)C1CCCN(C(=O)CCCN2CCCCC2=O)C1 (centres undefined) | -1.1 | -6.5 | 2.1 | -12.1 | -6.2 | -5.7 | -8.9 | 4.5 |
| Oc1ccc(-c2c(-c3ccsc3)sc3ccccc23)cc1 | 0.0 | -7.8 | 1.5 | 8.5 | -27.1 | 0.9 | 20.0 | -23.8 |
| CCOC(=O)C1CCCN(S(=O)(=O)CCNC(=O)c2ccc3c(c2)OCO3)C1 (centres undefined) | 1.7 | 5.6 | -0.2 | -3.8 | -13.1 | -2.1 | -6.8 | 14.9 |
| O=C(Nc1nnc2n1CCS2)c1ccc(Br)o1 | 1.2 | -6.8 | -0.1 | 1.6 | 4.9 | -2.2 | 0.1 | 5.3 |
| CSCC(=O)Nc1nc(-c2ccc3c(c2)OCCO3)cs1 | -2.4 | 11.2 | 6.8 | 0.8 | -12.1 | 5.0 | -8.9 | 1.8 |
| Cc1ccc(Cl)cc1N(CC(=O)NCc1ccc2c(c1)OCO2)S(C)(=O)=O | -2.1 | -8.1 | -1.9 | 2.8 | -25.2 | -3.5 | 3.7 | 8.0 |
| Nc1cccc2[nH]c(=O)c3ccccc3c12 | 1.3 | 15.2 | -1.7 | / | / | 8.8 | -7.5 | -472.8 |
| CCCCN(CC)CCNC(=O)C1CCCN(S(=O)(=O)c2cccc3nsnc23)C1 (centres undefined) | -3.0 | -6.9 | 1.3 | -4.2 | -0.8 | -1.8 | -6.5 | 25.9 |
| Cc1nnc(SCC(=O)NC2CCS(=O)(=O)C2)n1Cc1ccccc1 (centres undefined) | -0.8 | 17.6 | -1.1 | -5.0 | 1.8 | -0.1 | -3.0 | 20.0 |
| CSCc1nnc(NC(=O)c2ccc(S(=O)(=O)N(C)C)cc2)o1 | 1.0 | -7.4 | -0.5 | 2.6 | 17.1 | -11.3 | 1.4 | 7.3 |

(next part)
| canonical_smiles | GRIN3A LBD mod | PfG6PD inh | MPTP block | SENP7 inh | SENP6 block | HKDC1 inh | ATG4B inhibitor | SENP8 block |
| --- | --- | --- | --- | --- | --- | --- | --- | --- |
| CCCC(C)NC(=S)Nc1cc(C)cc(C)c1 (centres undefined) | -0.3 | -5.0 | -0.8 | -1.5 | 5.2 | -2.4 | 5.3 | 4.5 |
| Fc1ccccc1N1CCN(c2ncnc3[nH]ncc23)CC1 | -0.1 | -12.6 | -2.2 | 2.8 | -10.6 | -1.2 | -3.3 | 11.4 |
| CCOC(=O)C(=CNc1ccc(C(F)(F)F)cc1Cl)C(=O)OCC | 3.6 | 19.9 | 1.3 | -8.8 | -4.2 | 4.1 | -6.5 | 16.5 |
| O=C(c1ccc(F)cc1)N1CCN(S(=O)(=O)c2ccc(Br)cc2)CC1 | -0.7 | 0.8 | -1.3 | 15.6 | -3.0 | -0.5 | -4.3 | 14.0 |
| O=C(CSc1nnc2ccccn12)NNC(=O)c1cccc(Cl)c1 | -2.4 | 8.7 | -0.8 | -11.6 | 0.0 | -10.3 | 4.1 | -7.5 |
| Cc1ccccc1-n1ncc2c(SCC(=O)NCc3cccs3)ncnc21 | -3.5 | -13.6 | -2.3 | 2.1 | -14.1 | -1.9 | -8.1 | 10.0 |
| COc1ccc(-c2cc(-c3ccccc3)c(C#N)c(=S)[nH]2)cc1 | 3.0 | -5.8 | 1.0 | 9.9 | 1.2 | 0.8 | 1.0 | -96.5 |
| Cc1ccc(S(=O)(=O)Nc2nc(C)c(C(=O)N/N=C/c3ccccc3)s2)cc1 | -9.1 | 75.9* | 1.8 | -0.3 | -8.7 | -6.0 | 1.9 | -326.4 |
